# TROY signal inh – TROY signaling inhibition; Q293 LMP1-TROYcd NF-kB luciferase reporter, 4 h; inhibition, % at 10 µM; actives 0.98% (n = 360,000); AID 1347056;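 active means compounds whose plate-normalised and pattern-corrected inhibition of the luciferase reporter signal at the single screening dose is 50% or more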
# TLR9-MyD88 block – blocks human TLR9 binding to MyD88; AID 504734; Q9NR96+Q99836; inhibition, % at 4.98 µM; actives 0.21% (n = 340,000); CHO BLA complementation TLR9-MyD88, CCF4 FRET ratio;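 active means inhibition above the mean over all tested compounds plus 3 SD, cut at about 21% in these data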;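 further: 0% = DMSO only wells and 100% = clavulanate BLA inhibitor control wells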
# NCOA1 inh – inhibits human SRC1 coactivator. Q15788. HEK293 GAL4-SRC1 luciferase reporter, luminescence. inhibition, % at 3.6 µM. actives 0.12% (n = 360,000). AID 588354;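 active means inhibition above the campaign mean plus 3 SD, with each screening campaign given its own cutoff, cut at about 60% in these data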;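 further: 0% = DMSO treated cells and 100% = gossypol at 36 µM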
# NOD2-RIPK2 inh – blocks binding of human NOD2 to RIPK2 | O43353 | CHO BLA complementation NOD2-RIPK2, CCF4 ratio | inhibition, % at 4.98 µM | actives 0.38% (n = 360,000) | AID 624267; in the data active means inhibition above about 21%;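 further: 0% = vehicle only and 100% = reference blocker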
# TWEAK-Fn14 inh – inhibitors of TWEAK-Fn14 interaction signaling; inhibition, % at 10 µM; actives 2% (n = 360,000); TWEAK-stimulated Fn14 reporter cells, luciferase luminescence, 8 h; AID 1159606; in the data active means inhibition above about 50%
# SRC3 inh – human NCOA3 inhibition. Q9Y6Q9. HEK293 GAL4-SRC3 luciferase reporter, luminescence. inhibition, % at 3.6 µM. actives 0.17% (n = 360,000). AID 588352;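 active means inhibition above a per-campaign cutoff, the mean of all compounds plus 3 SD, cut at about 60% in these data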;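 further: 0% = DMSO-treated cells and 100% = gossypol-treated cells at 36 µM; higher means less SRC3-driven luciferase light from the GAL4 reporter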
# Target sequence (Q9Y6Q9 whole entry, looked up, the tested form may be a part): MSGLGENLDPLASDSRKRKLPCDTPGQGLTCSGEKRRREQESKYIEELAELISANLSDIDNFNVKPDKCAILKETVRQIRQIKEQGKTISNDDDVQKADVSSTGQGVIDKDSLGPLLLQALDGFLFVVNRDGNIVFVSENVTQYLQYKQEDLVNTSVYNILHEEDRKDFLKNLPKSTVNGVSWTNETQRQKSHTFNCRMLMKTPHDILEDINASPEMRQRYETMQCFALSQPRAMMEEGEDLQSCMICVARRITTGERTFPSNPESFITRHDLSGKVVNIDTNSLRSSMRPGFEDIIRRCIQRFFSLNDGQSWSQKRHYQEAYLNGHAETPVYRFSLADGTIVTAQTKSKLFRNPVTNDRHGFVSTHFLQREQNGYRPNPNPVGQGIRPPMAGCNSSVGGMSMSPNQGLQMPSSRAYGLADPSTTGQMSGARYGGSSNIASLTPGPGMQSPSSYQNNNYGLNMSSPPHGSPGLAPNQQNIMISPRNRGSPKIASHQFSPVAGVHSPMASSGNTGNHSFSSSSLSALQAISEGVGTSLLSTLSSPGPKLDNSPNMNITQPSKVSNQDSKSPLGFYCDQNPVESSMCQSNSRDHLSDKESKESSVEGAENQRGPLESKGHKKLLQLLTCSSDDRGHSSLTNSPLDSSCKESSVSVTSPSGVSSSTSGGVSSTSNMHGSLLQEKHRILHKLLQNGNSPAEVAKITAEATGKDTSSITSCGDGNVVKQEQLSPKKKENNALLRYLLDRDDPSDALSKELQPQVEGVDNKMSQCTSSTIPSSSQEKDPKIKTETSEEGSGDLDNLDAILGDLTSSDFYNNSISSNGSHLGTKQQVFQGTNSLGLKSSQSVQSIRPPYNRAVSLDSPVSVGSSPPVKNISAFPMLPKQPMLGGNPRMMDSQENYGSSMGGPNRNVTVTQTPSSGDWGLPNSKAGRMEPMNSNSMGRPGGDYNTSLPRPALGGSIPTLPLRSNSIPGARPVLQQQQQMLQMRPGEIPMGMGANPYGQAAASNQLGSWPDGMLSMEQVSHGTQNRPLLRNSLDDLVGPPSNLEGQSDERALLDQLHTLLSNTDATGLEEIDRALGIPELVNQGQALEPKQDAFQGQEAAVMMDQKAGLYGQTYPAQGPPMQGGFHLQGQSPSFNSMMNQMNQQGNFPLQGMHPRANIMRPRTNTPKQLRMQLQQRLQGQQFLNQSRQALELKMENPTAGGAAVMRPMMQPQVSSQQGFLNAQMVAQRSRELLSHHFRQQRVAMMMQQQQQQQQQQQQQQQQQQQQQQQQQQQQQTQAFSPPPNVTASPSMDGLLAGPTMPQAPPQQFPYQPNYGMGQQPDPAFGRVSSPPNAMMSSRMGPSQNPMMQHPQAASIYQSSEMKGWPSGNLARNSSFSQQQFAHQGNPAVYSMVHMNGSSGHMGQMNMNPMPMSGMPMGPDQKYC
# NR5A2 inv ag – suppresses constitutive activity of human LRH-1; inhibition, % at 3.6 µM; actives 0.13% (n = 360,000); HEK293T StAR-luciferase reporter, LRH-1 transfected, 24 h;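 active means inhibition above the mean inhibition of all tested compounds plus 3 SD, cut at about 73% in these data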;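 further: 0% = DMSO wells and 100% = reporter-only cells lacking LRH-1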
# SRC2 inh – inhibits human steroid receptor coactivator 2; HEK293 GAL4-SRC2 luciferase reporter, luminescence; actives 0.17% (n = 370,000); Q15596; inhibition, % at 9 µM;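 active means inhibition above the mean inhibition of all tested compounds plus 3 SD, set per campaign, cut at about 52% in these data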;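 further: 0% = DMSO treated cells and 100% = cells given Gossypol at 36 µM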
# TRAIL sens C8 – caspase-8 TRAIL sensitization; NB7+C8 cells + TRAIL, ATPlite viability luminescence; inhibition (viability loss, TRAIL sensitization), % at 10 µM; actives 1% (n = 360,000); AID 624354;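 active means compounds causing at least 50% loss of cell viability in the single-dose screen, relative to plate controls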
# EBV LMP1 NFkB – inhibitors of Epstein-Barr LMP1-induced NF-kappaB reporter. AID 504558. LMP1-induced NF-kappaB luciferase reporter cells, luminescence. inhibition, % at 12.5 µM. actives 0.69% (n = 350,000); in the data active means inhibition above about 41%;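 further: 0% = neutral control wells and 100% = reference inhibitor control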
# NR2F2 inh – inhibitors of human COUP-TFII (NR2F2); P24468; HEK293T NGFI-A luciferase reporter, luminescence; inhibition, % at 8.6 µM; actives 0.7% (n = 370,000); AID 686940;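 active means inhibition above a per-plate cutoff, mean inhibition of test wells between control levels plus 3 SD, cut at about 38% in these data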;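 further: cells cotransfected with COUP-TFII expression vector driving the NGFI-A reporter; 0% = median of COUP-TF2 test wells and 100% = reporter-only cells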
# Numbers without * were called inactive; · = not tested or not shown. An excerpt. The share of hits here may be higher or lower than overall.
SMILES,TROY signal inh,TLR9-MyD88 block,NCOA1 inh,NOD2-RIPK2 inh,TWEAK-Fn14 inh,SRC3 inh,NR5A2 inv ag,SRC2 inh,TRAIL sens C8,EBV LMP1 NFkB,NR2F2 inh
CCCCOCCCNC(=O)C[C@@H]1C[C@@]2(C(=O)OC)CCCCC=C2N(Cc2ccc3c(c2)OCO3)C1=O,·,·,·,-10,·,·,11,-39,6,·,-1
CCn1c(=O)cc(OCC(=O)Nc2nc(C)cs2)c2ccccc21,-7,1,-13,-4,-13,0,10,-11,-10,-1,-13
CC(=O)Nc1cc2c(cc1Cl)-c1ccccc1C2O (centres undefined),-16,0,-10,-7,21,-13,-3,-6,-6,-11,10
O=C(NC1CCCCCC1)C1c2ccccc2C(=O)N1Cc1cccnc1 (centres undefined),-5,-3,-29,-6,6,17,3,-13,0,4,-11
CCN1C(=O)[C@H]2[C@@H](c3ccc(OC)cc3)N[C@]3(CCCN(Cc4ccco4)C3=O)[C@H]2C1=O,3,1,6,-3,-7,9,9,-1,-13,-3,4
O=C(CN1CCN(C(=O)c2ccco2)CC1)Nc1ccc(Cl)c(S(=O)(=O)N2CCOCC2)c1,0,-2,16,-4,28,24,-2,-18,-13,7,6
COc1ccc(S(=O)(=O)NCC(=O)N(CC(=O)NCC2CCCO2)Cc2ccccc2)cc1 (centres undefined),-4,4,6,-2,19,-9,10,6,4,-7,14
O=C(CCNS(=O)(=O)c1ccc(Br)cc1)NCCc1ccccc1,1,2,4,-13,-8,7,12,9,-16,3,-3
COc1ccccc1S(=O)(=O)Cc1ccc(C(=O)N2CCOCC2)o1,2,4,-9,6,-3,-2,-11,-16,-4,3,17
COc1ccc(OCc2nnc(SCC(=O)Nc3ccc(C)cc3)o2)cc1,-31,2,7,3,10,-7,6,-3,7,5,9
C[C@@H]1CN([C@@H](C)CO)C(=O)c2cc(Br)cnc2O[C@H]1CN(C)C(=O)Nc1ccccc1,-13,-4,-7,1,9,4,-8,7,-10,4,-6
Cc1ncc([N+](=O)[O-])n1CC(=O)Nc1ccccc1,-19,5,-11,10,1,5,5,-19,-2,-3,-10
O=C(c1ccccc1NS(=O)(=O)c1ccc(Br)cc1)N1CCOCC1,1,-15,-8,-2,-7,7,3,11,-13,2,0
CC(=O)c1c(C(=O)O)[nH]c(C(=O)O)c1C,9,-2,-2,-16,-15,15,6,24,-2,-5,11
CC1CCCCC1NC(=O)c1nn(C)c2c1CS(=O)(=O)c1ccccc1-2 (centres undefined),4,-2,-3,1,9,-2,15,11,-10,8,-12
O=C(C(=O)N1CCN(c2ccccc2)CC1)c1c[nH]c2ccccc12,-6,-4,-4,3,-12,10,5,0,-46,2,22
COc1cccc(OC)c1NC(=O)c1ccc(-c2cc(Cl)ccc2Cl)o1,1,·,1,2,-23,-17,23,-41,3,·,-24
CCOCCCNc1nc2nc3ccc(C)cn3c(=O)c2cc1C(=O)NCC1CCCO1 (centres undefined),-4,-13,-3,-10,-13,-16,4,-4,5,-2,6
COc1ccc(-c2noc(CN(C(=O)c3c(-c4ccccc4Cl)noc3C)C(C)C)n2)cc1,6,-8,-2,8,5,4,-5,33,0,6,25
[O-][n+]1cccc(C(O)c2ccccc2)c1 (centres undefined),9,-2,9,-1,18,-3,0,28,5,-8,-5
CCOC(=O)C1(S(=O)(=O)c2ccc(Cl)cc2)CCN(Cc2ccc(Cl)cc2)CC1,10,-6,-11,-1,-2,5,-9,-1,9,2,-14
COC(=O)c1ccc(-n2nnnc2SC)cc1,-20,-5,22,0,-11,-8,35,-21,13,0,5
Cc1ccnc(NC(=O)CNC(=O)c2ccccc2Br)c1,14,-13,-63,-1,-2,-18,-50,-31,-20,-10,-17
O=c1oc2ccccc2c(O)c1/C=C1\C=Nc2ccccc21,-12,3,-7,-17,8,-10,16,3,-5,-1,1
O=C(OCc1nnc(-c2ccc([N+](=O)[O-])cc2)o1)C1CCN(C(=O)c2ccc(F)cc2)CC1,-6,-1,-18,2,-21,-6,-9,-9,-2,-2,-5
CCOC(=O)Cc1csc(NC(=O)c2cc(C)c(C)s2)n1,-21,-6,-15,-8,-5,-14,-14,-17,5,-1,-13
Cc1ccc(S(=O)(=O)N2[C@@H](c3ccc(Br)cc3)C(C(=O)O)=CC[C@H]2c2ccc3c(c2)OCO3)cc1,-6,-4,1,-4,-4,-1,4,-16,2,-5,-8
S=C(NCc1ccccc1)N/N=C/c1cccs1,-8,4,12,4,5,-12,-6,-38,-9,4,10
Cc1nc2ccccn2c1C(=O)/C=C/c1cccc([N+](=O)[O-])c1,36,-8,0,1,94*,3,-17,-13,-48,32,6
Fc1ccc(-n2cc(CNCCc3ccncc3)c(-c3ccccc3Cl)n2)cc1,12,-9,9,2,2,8,-3,1,2,0,2
CC(C)(C)OC(=O)N1CCC(C(=O)Nc2cccc(C(=O)NCCCCc3ccccc3)c2)CC1,43,2,-1,8,-1,-11,13,7,14,11,5
Nc1c(C(=O)NCc2ccco2)nnn1CC(=O)Nc1ccccc1,15,-1,-12,-2,-2,-42,-1,1,7,5,-3
Cc1cc(C)nc(NC(=O)NC(=O)c2ccccc2)n1,-10,7,13,-4,-1,-1,16,-2,14,4,6
O=C(CSc1nnc(Nc2ccccc2)s1)NC1CC1,-15,-9,-5,5,-10,-12,-12,-8,8,-5,11
COc1cccc(CNC(=O)C(=O)NCC(c2ccco2)N2CCOCC2)c1 (centres undefined),13,4,2,-7,9,13,-7,21,9,1,-2
C[C@H]1CN([C@@H](C)CO)C(=O)CCCn2nncc2CO[C@H]1CN(C)C(=O)c1ccncc1,4,-4,0,2,-3,-1,23,11,-18,-4,13
COc1ccccc1NS(=O)(=O)c1ccc(NC(=O)c2[nH]nc(OC)c2[N+](=O)[O-])cc1,12,-9,-15,-9,-22,3,-4,-28,-3,-2,2
CC(=O)CSc1ncnc2c1cnn2-c1ccccc1,-44,-14,-128,-2,29,-93,-146,-50,24,2,-27
COc1cc(C(=O)Oc2cc(C)[nH]c(=O)c2[N+](=O)[O-])cc(OC)c1OC,-8,12,-10,-14,3,-10,-10,-6,-5,-5,1
CCc1ccc(N2CC(O)=C(c3nc4ccccc4c(=O)[nH]3)C2=N)cc1,-4,-11,9,-4,-10,7,-2,-16,3,-5,-11
COC(=O)CC1COc2ccccc2N1C(=O)c1cccc(C(F)(F)F)c1 (centres undefined),0,12,-2,4,5,14,10,-7,6,4,2
CCC1CCCCN1C(=O)c1ccccc1OC1CCN(S(C)(=O)=O)CC1 (centres undefined),-19,7,1,-1,1,11,8,-24,-3,3,-8
Cc1ccc(C(=O)NC(C)c2ccccc2)cc1S(=O)(=O)N1CCOCC1 (centres undefined),9,-6,-4,-3,5,17,2,-19,-18,-2,9
C#CCOCCOCCOCCNc1nc(N2CCN(C(=O)[C@H]([C@@H](C)O)n3cc(CCCCN)nn3)CC2)nc(N2CCN(C(=O)[C@H](C)n3cc(CCCN=C(N)N)nn3)CC2)n1,-12,-2,-5,-2,-8,18,6,·,-18,-3,·
CCOc1ncccc1C(=O)N1CCN(C(=O)c2ccccc2)CC1,7,7,7,3,22,-3,-1,2,-10,2,-15
COC(c1ccccc1)c1nnc(CCC(=O)N2CCN(CCOc3ccccc3)CC2)o1 (centres undefined),0,-1,11,-11,-19,4,5,2,-1,8,2
O=S(=O)([N-]c1nc2ccccc2nc1-[n+]1ccccc1)c1ccc(F)cc1,5,5,-4,-5,-5,-4,7,-4,-8,-6,-6
Cc1onc(-c2cccc(Cl)c2Cl)c1C(=O)O/N=C(\N)c1ccc([N+](=O)[O-])o1,-8,0,-43,3,-35,15,57,20,4,-10,22
COc1cccc(/C=C2\SC(N3CCCC(C)C3)=NC2=O)c1OC (centres undefined),-87,2,-49,6,-54,-37,-19,-45,26,8,-32
COc1ccc(S(=O)(=O)NCCSCc2ccco2)cc1OC,-3,4,0,-9,-22,14,-18,-30,3,-1,-10
CC(C)C(=O)N1CCCC1(C)C(=O)NCc1ccccn1 (centres undefined),-3,·,14,11,2,7,13,14,-8,·,-5
Cc1ccc(-c2nc(=O)[nH]c3ccc(Br)cc23)cc1,-1,2,-4,1,-5,6,-12,-5,4,-12,5
COc1ccc(C(=O)NNC(=O)CNC(=O)C2CCCCC2)cc1,10,5,17,2,6,16,3,17,-6,1,-6
O=[N+]([O-])c1ccc(N=Nc2c(O)[nH]c3ccc(F)cc23)cc1,-64,5,-33,2,-53,-37,-19,-18,54*,-14,-15
N#Cc1c(-c2ccccc2)cc(-c2ccc(O)cc2)nc1N,-10,10,-12,14,1,11,31,-22,1,-14,-22
COc1cc(OC)c(NC(=O)c2cccc(F)c2)cc1Cl,-11,7,15,2,8,26,3,19,3,-6,5
CN(C(=O)c1ccc(N2CCCCC2)c([N+](=O)[O-])c1)C1CCS(=O)(=O)C1 (centres undefined),3,-4,-14,10,4,11,-10,-31,3,-7,-10
COc1ccc(OCCSc2nnc3c(Cl)cc(Cl)cn23)cc1,-4,2,-21,-11,-36,5,-20,5,1,17,14
COc1ccc(OC)c(Nc2nc(N)c([N+](=O)[O-])c(NC3CCCCC3)n2)c1,-4,-10,7,-11,-34,10,0,13,4,-3,-8
Cc1ccc2nc(/C(C#N)=C\c3ccc(N4CCCCC4)c([N+](=O)[O-])c3)[nH]c2c1,7,-9,-42,-8,13,-39,-38,-15,12,-8,15

# 3 entries from above, ordered by the number in SRC2 inh, falling:
mol | SRC2 inh
CC1CCCCC1NC(=O)c1nn(C)c2c1CS(=O)(=O)c1ccccc1-2 (centres undefined) | 11
COC(=O)CC1COc2ccccc2N1C(=O)c1cccc(C(F)(F)F)c1 (centres undefined) | -7
CCCCOCCCNC(=O)C[C@@H]1C[C@@]2(C(=O)OC)CCCCC=C2N(Cc2ccc3c(c2)OCO3)C1=O | -39

# Continued.
SMILES,TROY signal inh,TLR9-MyD88 block,NCOA1 inh,NOD2-RIPK2 inh,TWEAK-Fn14 inh,SRC3 inh,NR5A2 inv ag,SRC2 inh,TRAIL sens C8,EBV LMP1 NFkB,NR2F2 inh
CCOC(=O)c1c(NC(=O)c2nc3n(n2)C(C(F)F)CC(C)N3)sc2c1CCCC2 (centres undefined),-3,9,16,-4,-31,14,7,24,8,-1,-3
COc1ccc(CCNC(=O)C(=O)NCC2CCCN2S(=O)(=O)c2cc(C)ccc2C)cc1 (centres undefined),27,5,-8,-12,24,27,18,20,10,3,21
CCOc1ccc(N/C(SCc2cccc([N+](=O)[O-])c2)=C(/C#N)C(N)=O)cc1,11,-4,7,-12,8,15,9,5,2,-6,21
CN1CCc2nc(SCCOc3ccccc3)c(C#N)cc2C1,-48,-6,13,1,5,-27,-6,-17,-4,-8,-7
CC(C(=O)Nc1ccccc1-c1ccccc1)N1CCN(Cc2ccccc2)CC1 (centres undefined),11,-6,-12,9,15,2,0,12,-3,-7,11
O=C(NCc1ccc(F)cc1)c1cccc(S(=O)(=O)N2CCOCC2)c1,-9,-5,-11,12,-12,-1,-12,10,-3,-2,11
Oc1ccccc1-c1nc(NCCN2CCOCC2)c2ccccc2n1,-50,-2,-8,13,38,2,34,-3,19,-21,12
Cc1cccc(CCNS(=O)(=O)c2ccc3c(c2)NC(=O)C(C)S3)c1 (centres undefined),8,-7,-18,-5,4,6,5,-11,-15,4,6

# Source: PubChem (several laboratories)
